# Source: PubChem BioAssay (several laboratories)
# PKA-R2B activ: PKA-R2B complex activation | PKA-R2B holoenzyme dissociation, Cy5-IP20 fluorescence polarization; R2B truncated from residue 108, S112A mutant; 0% DMSO only, 100% 113 µM cGMP | activation, % at 11.4 µM | hit rate 0.079% among 340,000;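 active means activation above a cutoff set at the mean over all compounds plus 3 SD, cut at about 18% in these data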;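 further: higher means more holoenzyme dissociation and a rise in polarization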
# Target sequence (P31323 whole entry, looked up, other chains not shown, the tested form may be a part): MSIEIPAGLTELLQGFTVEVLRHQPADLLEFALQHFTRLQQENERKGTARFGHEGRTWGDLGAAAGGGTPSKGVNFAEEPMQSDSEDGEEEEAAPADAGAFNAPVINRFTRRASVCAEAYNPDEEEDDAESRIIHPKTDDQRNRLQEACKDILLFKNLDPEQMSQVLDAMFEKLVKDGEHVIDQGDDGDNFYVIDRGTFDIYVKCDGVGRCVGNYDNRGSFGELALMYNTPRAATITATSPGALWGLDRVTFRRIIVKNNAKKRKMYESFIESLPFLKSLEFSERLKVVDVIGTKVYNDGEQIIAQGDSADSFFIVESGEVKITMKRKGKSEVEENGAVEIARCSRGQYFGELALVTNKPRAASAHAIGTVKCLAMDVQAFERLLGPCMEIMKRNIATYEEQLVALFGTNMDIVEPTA
# SR-BI uptake up: enhances SR-BI lipid uptake from DiI-HDL; CHO ldlA[mSR-BI] cells, DiI-HDL uptake fluorescence, 3 h; 100 = double the neutral-control signal; activation, % at 12.5 µM; hit rate 0.096% among 320,000; AID 504775;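 active means mean replicate activation of at least 60% and every replicate at or above 60%; inconclusive means mean or all-replicate condition met, but not both; inactive means mean below 60% and not all replicates reaching 60%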;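 further: 0% = median plate neutral-control signal and 100% = twice that signal; values of inactives mirror those of a sister screen read the other way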
#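 material = CHO ldlA[mSR-BI] cells | medium = Ham's F12 with 0.5% BSA, HEPES 25 mM, pH 7.4 | reagent = fluorescent DiI-HDL, 10 µg/mL final | compound dosing = single-point compound dose | incubation = 3 h, 37 °C | measured by = bottom-read fluorescence, 550/595 nm | measure = HDL uptake via cellular fluorescence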
# Keap1-Nrf2 PPI: disrupts human Keap1 binding to Nrf2 peptide | Keap1 Kelch-Nrf2 peptide fluorescence polarization, 1536-well | hit rate 0.15% among 340,000 | inhibition, % at 9.4 µM | AID 504523; in the data active means inhibition above about 12%; inconclusive means no clear call, values can overlap the other calls; inactive means below about 7.3%;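 further: human Keap1 Kelch domain with fluorescein labeled Nrf2 9mer peptide probe; 0% = neutral control wells and 100% = peptide positive control; higher means more block of Keap1 binding to Nrf2 peptide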
# DAGLB inh: blocks human DAGLB lipase activity. Q8NCG7. HEK293T DAGLB membrane lysate, EnzChek fluorogenic substrate. inhibition, % at 5.17 µM. hit rate 0.059% among 340,000. AID 504411; in the data active means inhibition above about 34%;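 further: 0% = enzyme with vehicle and 100% = wells lacking enzyme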
# LANA DNA inh: KSHV C-LANA DNA binding inhibition; hit rate 0.078% among 340,000; MBP-C-LANA/FAM-LBS DNA binding, fluorescence polarization; inhibition, % at 9 µM;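 active means highest replicate inhibition at or above 60% at 9 µM, even if other replicates fall short; inactive means all replicates below 60% inhibition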;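 further: 0% = neutral control wells and 100% = 4 µM acridine orange control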
# SR-BI HDL uptake: mouse SR-BI HDL lipid transfer inhibition; Q61009; ldlA[mSR-BI] CHO cells, DiI-HDL uptake fluorescence, 3 h; inhibition, % at 12.5 µM; hit rate 0.96% among 320,000; AID 488896;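 active means mean replicate inhibition of at least 70% and a set share of replicates each scoring 70 or more; inconclusive means meets just one of the two criteria; inactive means fails both criteria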;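 further: 0% = median of neutral control wells and 100% = median of positive control wells; values of inactives mirror those of a sister screen read the other way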
# Target sequence (Q61009 whole entry, looked up): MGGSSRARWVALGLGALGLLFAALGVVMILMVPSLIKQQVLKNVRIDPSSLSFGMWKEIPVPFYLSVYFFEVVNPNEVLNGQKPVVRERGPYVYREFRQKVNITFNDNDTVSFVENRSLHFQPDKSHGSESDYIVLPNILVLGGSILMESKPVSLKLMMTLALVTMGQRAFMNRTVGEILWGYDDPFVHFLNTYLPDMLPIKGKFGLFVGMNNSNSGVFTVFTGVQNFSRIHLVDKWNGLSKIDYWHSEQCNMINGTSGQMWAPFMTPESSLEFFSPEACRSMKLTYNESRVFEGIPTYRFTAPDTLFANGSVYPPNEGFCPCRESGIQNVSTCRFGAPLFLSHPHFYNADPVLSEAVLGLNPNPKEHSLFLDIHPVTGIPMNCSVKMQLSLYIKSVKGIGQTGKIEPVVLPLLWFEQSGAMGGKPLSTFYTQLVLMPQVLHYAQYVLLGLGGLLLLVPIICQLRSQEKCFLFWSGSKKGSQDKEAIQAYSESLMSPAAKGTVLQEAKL
# NSD2 inh: blocks human histone methyltransferase NSD2. AID 743445. NSD2 peptide methylation, AlphaScreen, 120 min. hit rate 0.54% among 310,000. O96028. inhibition, % at 12.5 µM; in the data active means inhibition above about 50%
# Cardiac RTF inh: cardiac RTF calcium desensitization; inhibition, % at 7.15 µM; P19429+P45379; hit rate 0.12% among 340,000; IANBD-labeled cardiac RTF, Ca2+ fluorescence;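 active means inhibition above the mean inhibition of all tested compounds plus 3 SD, cut at about 17% in these data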;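 further: assay run at fixed EC70 calcium of 1.6 mM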
# Arrestin-AP2 inh: inhibitors of human beta-arrestin and AP2 interaction. inhibition, % at 10 µM. hit rate 0.31% among 340,000. FITC-arrestin peptide / GST-AP2 beads, flow cytometry; AP2 beta2 appendage carries R879A mutation;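 active means inhibition above a set limit, near 3 SD of compounds lacking own fluorescence, cut at about 54% in these data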;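 further: plate controls were DMSO wells for no effect and 5 µM unlabelled arrestin peptide for full effect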
#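 System: GST-AP2 R879A glutathione beads. Medium: PBS with 0.05% Tween 20 and 0.1% BSA. Also added: FITC-arrestin peptide, 50 nM. Incubation: 12 min plus 1 h, RT. Measured by: high-throughput flow cytometry of beads, ex 488, em 535 nm. Evaluation: percent drop in bead-associated FITC signal.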
# PvdQ acylase: blocks Pseudomonas aeruginosa PvdQ acylase activity; purified PvdQ acylase, fluorescence plate reader; inhibition, % at 10 µM; hit rate 0.063% among 340,000; AID 488965; in the data active means inhibition above about 30%, passing the limit was not always enough; inconclusive means no clear call, values can overlap the other calls;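 further: 0% = vehicle neutral wells and 100% = reference inhibitor wells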
# * hit, by the source's call; ? = inconclusive; . = not tested or not shown.
entry | SMILES | PKA-R2B activ | SR-BI uptake up | Keap1-Nrf2 PPI | DAGLB inh | LANA DNA inh | SR-BI HDL uptake | NSD2 inh | Cardiac RTF inh | Arrestin-AP2 inh | PvdQ acylase
1 | COc1ccc(-c2nc3c(s2)CCc2onc(-c4ccc(OC)cc4)c2-3)cc1 | 0 | -75 | -1 | -8 | 0.6 | 75* | . | -1 | 6 | 2
2 | Cc1cc(C)c2c(N)c(C(=O)Nc3nccs3)sc2n1 | -4 | 2 | 1 | -1 | 1.6 | -2 | -6 | 3 | 2 | -21
3 | CN(C(=O)CCS(=O)(=O)c1ccc2c(c1)oc(=O)n2C)C1CCCCC1 | 1 | 24 | -3 | -2 | -1.9 | -24 | -5 | 1 | 26 | 1
4 | COc1ccc(S(=O)(=O)N2CCCCC2)cc1NC(=O)c1cccc(S(=O)(=O)N2CC(C)OC(C)C2)c1 (stereo not drawn) | -2 | -3 | -3 | 0 | 1.0 | 3 | 1 | -11 | -2 | -7
5 | O=C1C=C(NCc2ccco2)CCC1 | 0 | 12 | 4 | 1 | 4.8 | -12 | 4 | -2 | -3 | 1
6 | Cc1ccc(-c2cc(C(F)(F)F)n3nc(C(=O)Nc4c(C)n(C)n(-c5ccccc5)c4=O)cc3n2)cc1 | -2 | -70 | -8 | 0 | -0.4 | 70 | 0 | -3 | 1 | -9
7 | CCOC(=O)N1CCN(C(=O)c2ccc(CN(c3ccc(C)c(C)c3)S(C)(=O)=O)cc2)CC1 | 10 | -51 | -6 | 1 | 0.2 | 51 | -2 | -24 | 9 | -7
8 | CC(=O)Nc1ccc(S(=O)(=O)NCCC(=O)NC2CCCCCC2)cc1 | -1 | -1 | -2 | -3 | -3.9 | 1 | -3 | -3 | 3 | 8
9 | Cc1cc2ncc(C(=O)Nc3ccccc3)c(C)n2n1 | -4 | . | -4 | 0 | 0.6 | . | 0 | -1 | -6 | -3
10 | O=C(NCc1ccccc1)NC1(C(=O)Nc2ccc3c(c2)OCCO3)CCCCC1 | 4 | 7 | 0 | -3 | -0.1 | -7 | 41 | -6 | 12 | -5

# Six compounds from above, ordered by the value under NSD2 inh, descending:
cpd	Compound	NSD2 inh
10	O=C(NCc1ccccc1)NC1(C(=O)Nc2ccc3c(c2)OCCO3)CCCCC1	41
5	O=C1C=C(NCc2ccco2)CCC1	4
4	COc1ccc(S(=O)(=O)N2CCCCC2)cc1NC(=O)c1cccc(S(=O)(=O)N2CC(C)OC(C)C2)c1 (stereo not drawn)	1
6	Cc1ccc(-c2cc(C(F)(F)F)n3nc(C(=O)Nc4c(C)n(C)n(-c5ccccc5)c4=O)cc3n2)cc1	0
8	CC(=O)Nc1ccc(S(=O)(=O)NCCC(=O)NC2CCCCCC2)cc1	-3
3	CN(C(=O)CCS(=O)(=O)c1ccc2c(c1)oc(=O)n2C)C1CCCCC1	-5

# Full records, looked up by structure.
# `Cc1ccc(-c2cc(C(F)(F)F)n3nc(C(=O)Nc4c(C)n(C)n(-c5ccccc5)c4=O)cc3n2)cc1` reads PKA-R2B activ = -2; SR-BI uptake up = -70; Keap1-Nrf2 PPI = -8; DAGLB inh = 0; LANA DNA inh = -0.4; SR-BI HDL uptake = 70; NSD2 inh = 0; Cardiac RTF inh = -3; Arrestin-AP2 inh = 1; PvdQ acylase = -9
# `CC(=O)Nc1ccc(S(=O)(=O)NCCC(=O)NC2CCCCCC2)cc1` reads PKA-R2B activ = -1; SR-BI uptake up = -1; Keap1-Nrf2 PPI = -2; DAGLB inh = -3; LANA DNA inh = -3.9; SR-BI HDL uptake = 1; NSD2 inh = -3; Cardiac RTF inh = -3; Arrestin-AP2 inh = 3; PvdQ acylase = 8

# Other structures follow:
entry | SMILES | PKA-R2B activ | SR-BI uptake up | Keap1-Nrf2 PPI | DAGLB inh | LANA DNA inh | SR-BI HDL uptake | NSD2 inh | Cardiac RTF inh | Arrestin-AP2 inh | PvdQ acylase
11 | O=C(COc1ccc([N+](=O)[O-])cc1)Nc1cccnc1 | -8 | 14 | -5 | -2 | -0.2 | -14 | 10 | 3 | -2 | -11
12 | CC(=O)c1ccc([C@@H]2C[C@]34CN(Cc5cccc(C(F)(F)F)c5)S(=O)(=O)[C@H]3C[C@H]2O4)cc1 | -8 | 0 | -5 | -3 | 2.0 | 0 | . | 1 | -4 | -5
13 | CN(C(=O)c1ccccc1OCc1ccc(Cl)cc1)c1ccccc1 | -10 | -8 | -5 | -2 | 1.9 | 8 | -4 | 4 | 14 | -1
14 | Cc1ccc(CNC(=O)C2CCN(S(=O)(=O)c3ccc4c(c3)CC(C)N4C(=O)C3CC3)CC2)cc1 (stereo not drawn) | 1 | -31 | -3 | 2 | 0.6 | 31 | -4 | -5 | 11 | -5
15 | Cc1cc(C)c2c(n1)nn1c(N3CCN(c4ccccc4)CC3)cc(C)nc21 | -4 | -12 | 1 | 2 | -0.8 | 12 | -2 | -1 | -6 | -5
16 | Cc1c(CC(=O)N[C@@H](C)C(=O)O)c(=O)oc2cc3occ(-c4ccccc4)c3cc12 | -6 | 13 | -3 | -1 | 1.2 | -13 | 5 | -4 | 13 | -16
17 | CCOc1ccc(C(=O)NCC(=O)OCC(=O)N(C)CC(=O)Nc2ccccc2CC)cc1OCC | -7 | -23 | -1 | -4 | 1.6 | 23 | 1 | -9 | 13 | 4
18 | CCN(C[C@H]1N[C@@](C)(C(=O)OC)[C@H]2C(=O)N(C)C(=O)[C@@H]12)C(=O)c1ccccc1 | 6 | 0 | -2 | -3 | -1.3 | 0 | . | -6 | 5 | -8
19 | CCCCCCCCCCn1ccc(=N)cc1 | -8 | 14 | 0 | 5 | -0.3 | -14 | 12 | 1 | 1 | -13
20 | CCOC(=O)C1CCN(C(=O)c2ccc3c(c2)OCO3)CC1 | 1 | 3 | 3 | -7 | 2.5 | -3 | -1 | -8 | -11 | -6

# The list continues:
entry | SMILES | PKA-R2B activ | SR-BI uptake up | Keap1-Nrf2 PPI | DAGLB inh | LANA DNA inh | SR-BI HDL uptake | NSD2 inh | Cardiac RTF inh | Arrestin-AP2 inh | PvdQ acylase
21 | CCC(C(=O)Nc1cccc(S(=O)(=O)N(C)c2ccccc2)c1)c1ccccc1 (stereo not drawn) | 7 | 0 | -6 | -5 | 1.5 | 0 | 24 | -9 | 0 | -17
22 | COc1ccc(C(=O)NCc2nnc(SCC(=O)N3CCc4ccccc43)n2Cc2ccccc2)cc1 | -12 | -19 | 2 | 1 | 0.1 | 19 | -1 | -7 | -6 | -6
23 | CCOc1cc(/C=N/NC(=O)c2ccc3c(c2)OCCO3)cc(Br)c1O | -9 | . | -4 | -6 | 0.8 | . | 22 | -15 | -4 | -15
24 | COc1cccc(N(C(=O)c2ccco2)c2nc(-c3sc(NC(=O)c4ccco4)nc3C)cs2)c1 | -4 | -80 | -2 | 2 | -1.2 | ? | . | 4 | 2 | 0
25 | CCCCNc1ccc(C(CC(N)=O)NC(=O)c2ccccc2)cc1[N+](=O)[O-] (stereo not drawn) | 8 | 16 | 1 | 9 | 1.6 | -16 | . | -23 | 5 | -4
26 | Cc1nc(-c2c(C(F)(F)F)noc2-c2ccc(O)cc2O)cs1 | -2 | -12 | 1 | -1 | -2.4 | 12 | -4 | -2 | -2 | 11
27 | COc1cc(C(=O)O)ccc1OC(C)=O | -1 | -1 | 1 | 4 | 1.9 | 1 | -1 | 1 | 28 | -1
28 | Cc1ccccc1OCCC(=O)Nc1cc(S(=O)(=O)N2CCCCC2)ccc1N1CCN(C)CC1 | -9 | 9 | 54* | 2 | 28 | -9 | 3 | -12 | -8 | -13
29 | CCN(C(=O)CSc1nnc(SC(C)C)s1)C1CCS(=O)(=O)C1 (stereo not drawn) | 3 | 5 | 3 | 2 | 1.6 | -5 | -1 | 2 | 6 | -6
30 | CCOc1cc([N+](=O)[O-])cc(/C=N/NC(=O)c2c(-c3ccccc3)noc2C)c1O | -4 | -72 | 1 | 7 | 2.6 | 72* | 3 | -1 | -17 | -4

# Structures from the list above containing fluorine (3):
entry | SMILES | PKA-R2B activ | SR-BI uptake up | Keap1-Nrf2 PPI | DAGLB inh | LANA DNA inh | SR-BI HDL uptake | NSD2 inh | Cardiac RTF inh | Arrestin-AP2 inh | PvdQ acylase
6 | Cc1ccc(-c2cc(C(F)(F)F)n3nc(C(=O)Nc4c(C)n(C)n(-c5ccccc5)c4=O)cc3n2)cc1 | -2 | -70 | -8 | 0 | -0.4 | 70 | 0 | -3 | 1 | -9
12 | CC(=O)c1ccc([C@@H]2C[C@]34CN(Cc5cccc(C(F)(F)F)c5)S(=O)(=O)[C@H]3C[C@H]2O4)cc1 | -8 | 0 | -5 | -3 | 2.0 | 0 | . | 1 | -4 | -5
26 | Cc1nc(-c2c(C(F)(F)F)noc2-c2ccc(O)cc2O)cs1 | -2 | -12 | 1 | -1 | -2.4 | 12 | -4 | -2 | -2 | 11

# Further results:
entry | SMILES | PKA-R2B activ | SR-BI uptake up | Keap1-Nrf2 PPI | DAGLB inh | LANA DNA inh | SR-BI HDL uptake | NSD2 inh | Cardiac RTF inh | Arrestin-AP2 inh | PvdQ acylase
31 | CC(NC(=O)CN1C(=O)NC(C)(c2cccc3ccccc23)C1=O)c1ccccc1 (stereo not drawn) | -4 | . | -2 | -2 | 0.8 | . | -3 | -6 | 0 | -9
32 | CCOC(=O)CC(=O)Nc1cc(Cl)ccc1O | -1 | -1 | -7 | -1 | 1.1 | 1 | . | -1 | 3 | -2
33 | CCc1cc2c(=O)[nH]c(COC)nc2s1 | 3 | 33 | -2 | -2 | 0.4 | -33 | -2 | -3 | 32 | 2
34 | CCOc1ccc(-c2c(C(=O)N/N=C(\C)c3cccs3)nnn2-c2nonc2N)cc1 | -5 | -43 | -5 | 1 | -0.7 | 43 | 5 | 0 | 6 | -6
35 | O=C(CSc1nc2ccc([N+](=O)[O-])cc2[nH]1)NC1CCCCC1 | -5 | -2 | -2 | -2 | 2.4 | 2 | -8 | -13 | -5 | -13
36 | CC(Oc1ccccc1)C(=O)N1CCC2(CC1)Oc1ccc(F)cc1C(=O)C21CC(c2ccc(Cl)cc2)=NO1 (stereo not drawn) | 6 | -19 | -4 | -2 | -1.2 | 19 | . | 3 | 5 | -6
37 | COc1ccc(/C(C)=N/NC(=O)CNC(=O)CCc2ccccc2)c(OC)c1 | 2 | -11 | -5 | 3 | -2.4 | 11 | -2 | -6 | -5 | -16
38 | Cc1ccc(-n2nnc3c(=O)n(Cc4ccccc4C)cnc32)cc1 | -4 | 15 | -1 | -1 | 0.6 | -15 | . | -3 | 15 | 12
39 | Nc1c(NCCCN2CCOCC2)c2ccccc2oc1=O | 0 | 7 | 1 | 0 | -0.8 | -7 | -4 | -10 | 12 | -5
40 | Cc1ccc(OCCCCN2CCc3ccccc3C2)c(C)c1 | -7 | 4 | -3 | -12 | -1.9 | -4 | 1 | -4 | -6 | 7
